TAAR1 ag: human TAAR1 agonism | Q96RJ0 | CHO RD-HGA16 TAAR1, Fluo-8 calcium fluorescence; vehicle wells 0%, saturating PEA agonist 100% | activation, % at 3 µM | hit rate 0.99% among 360,000;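 active = activation above the mean activation of all test compounds in the run plus 3 SD, cut at about 38% in these data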
Target sequence (Q96RJ0 whole entry, looked up): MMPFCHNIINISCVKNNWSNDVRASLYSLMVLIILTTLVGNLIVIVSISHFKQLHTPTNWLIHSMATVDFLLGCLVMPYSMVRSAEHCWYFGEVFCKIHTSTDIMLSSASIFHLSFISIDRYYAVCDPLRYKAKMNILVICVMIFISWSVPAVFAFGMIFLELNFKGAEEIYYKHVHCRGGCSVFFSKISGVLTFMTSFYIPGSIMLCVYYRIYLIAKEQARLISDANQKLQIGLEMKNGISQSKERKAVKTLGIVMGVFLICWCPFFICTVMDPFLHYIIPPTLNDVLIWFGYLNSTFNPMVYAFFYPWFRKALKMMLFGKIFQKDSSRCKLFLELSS
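test system = CHO RD-HGA16 cells carrying human TAAR1 plus Gα16 | schedule = 17-24 h seeding, 75 min 37 °C dye, 30 min RT | compound dosing = 3 µM single concentration | control set = DMSO and PEA EC100 | replicates = n 1 | signal = Fluo-8 fluorescence, 5 s baseline then 140 s kinetic read | measure = percent activation vs PEA EC100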
CHO parental Ca: counter-screen for OX1R antagonists: effect in parental CHO cells. parental CHO-K1, ATP-induced calcium, Fluo-8 fluorescence. inhibition, % at 5.6 µM. hit rate 0.63% among 330,000. AID 463079;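 active = inhibition above that plate's mean sample inhibition plus 3 SD, cut at about 26% in these data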;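 also: 0% = ATP-challenged DMSO wells and 100% = DMSO wells without ATP; some compounds past the cut are filed as inactive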
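Test system: untransfected parental CHO cell line. Compound: one dose, 5.6 µM nominal. Detection: intracellular calcium via Fluo-8 no-wash fluorescent dye. Measure: % inhibition. Benchmarks: ATP-challenged DMSO wells low, unchallenged DMSO wells high.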
TAAR1 antag: antagonists of human TAAR1. Q96RJ0. CHO RD-HGA16 TAAR1, Fluo-8 calcium fluorescence, antagonist. inhibition, % at 3 µM. hit rate 1.5% among 360,000. AID 624466;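 active = inhibition above a per-plate cutoff, the mean inhibition of test compounds on that plate plus 3 SD, cut at about 49% in these data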;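 also: 0% = DMSO plus EC80 beta-PEA response and 100% = DMSO alone without agonist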
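Material: CHO RD-HGA16 cells bearing hTAAR1; compound dosing: one-point dosing, 3 µM nominal final; schedule: dye loading 75 min at 37 °C, then 30 min room temperature; measured by: calcium fluorescence with Fluo-8; control set: vehicle and agonist controls; replication: n of 1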
M1 antag: blocks human M1 muscarinic receptor. CHO-K1 hM1, Fluo-8 calcium fluorescence, ACh EC80 antagonist. hit rate 1.3% among 360,000. P11229. AID 588852. inhibition, % at 3 µM;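 active = percent inhibition above its own plate's cutoff, namely the mean of that plate's compound wells plus 3 SD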;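 also: peak over basal fluorescence ratio during 140 s after agonist addition; 0% = ACh EC80 plus DMSO and 100% = DMSO alone without agonist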
CHRM1 PAM: positive allosteric modulators of human M1 muscarinic receptor | CHO-K1 hM1, Fluo-8 calcium fluorescence, ACh EC20; 0% = ACh EC20, 100% = maximal ACh | P11229 | activation, % at 3 µM | hit rate 0.088% among 360,000 | AID 588819; in the data active = activation above about 19%, passing the limit was not always enough
OXTR agonist: activates the human oxytocin receptor; P30559; CHO-OTR cells, Fluo-8 calcium fluorescence; normalized: DMSO 0%, oxytocin 100%; activation, % at 3 µM; hit rate 0.32% among 320,000;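 active = activation above the mean of all tested compounds plus 3 SD, cutoff set per screening run, cut at about 20% in these data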;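 also: peak over basal fluorescence ratio from a 100 s FLIPR kinetic read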
OXTR potentiator: potentiates the human oxytocin receptor response; hit rate 0.061% among 320,000; P30559; activation, % at 3 µM; CHO-OTR cells, Fluo-8 calcium fluorescence, potentiator mode; 0% = oxytocin EC15, 100% = EC100; AID 2445;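 active = activation above that plate's cutoff, the mean activation of tested compounds plus 3 SD, cut at about 6.6% in these data, passing the limit was not always enough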;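 also: 100% uses oxytocin at 75 nM as the full agonist control; some results filed as inactive read as strong as hits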
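Assay system: CHO cell line stably expressing human OTR | Also added: Oxytocin at about EC15, sub-maximal agonist stimulus | Times: Compound 6 min at room temperature before oxytocin, 100 s read | Measured by: Fluo-8 intracellular calcium fluorescence, ex 470-495, em 515-575 nm | Controls: EC15 oxytocin alone as 0%, 75 nM oxytocin as 100%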
V1aR counter: counter-screen for oxytocin receptor agonists: human V1a receptor agonists; CHO-V1R cells, Fluo-8 calcium fluorescence, agonist mode; 0% DMSO, 100% 3 nM vasopressin; activation, % at 3 µM; hit rate 0.25% among 320,000; AID 2797;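 active = activation above the mean activation of all tested compounds plus 3 SD, per screening run, cut at about 20% in these data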;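 also: signal is peak over basal fluorescence ratio across a 100 second FLIPR read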
Target sequence (P37288 whole entry, looked up): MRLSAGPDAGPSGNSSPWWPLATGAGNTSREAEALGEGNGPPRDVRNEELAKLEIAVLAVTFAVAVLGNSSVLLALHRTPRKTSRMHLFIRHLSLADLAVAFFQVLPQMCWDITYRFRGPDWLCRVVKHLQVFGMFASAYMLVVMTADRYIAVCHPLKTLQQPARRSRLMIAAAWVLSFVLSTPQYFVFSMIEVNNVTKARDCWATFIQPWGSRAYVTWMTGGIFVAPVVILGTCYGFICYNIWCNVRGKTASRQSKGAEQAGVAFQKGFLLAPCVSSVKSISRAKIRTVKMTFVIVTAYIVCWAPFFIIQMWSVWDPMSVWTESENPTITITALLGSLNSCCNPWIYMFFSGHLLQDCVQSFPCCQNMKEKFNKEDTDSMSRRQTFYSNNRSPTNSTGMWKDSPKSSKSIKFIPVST
CHRM1 agonist: human M1 muscarinic receptor agonism. activation, % at 3 µM. P11229. CHO-K1 hM1, Fluo-8 calcium fluorescence, agonist mode; 0% DMSO, 100% acetylcholine EC100. hit rate 0.33% among 360,000;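 active = activation above the run's mean compound activation plus 3 SD, cut at about 16% in these data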;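 also: peak over basal fluorescence ratio within a 140 s kinetic read after compound addition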
The depositor's hits bear a star; / = not tested or not shown.

SMILES	TAAR1 ag	CHO parental Ca	TAAR1 antag	M1 antag	CHRM1 PAM	OXTR agonist	OXTR potentiator	V1aR counter	CHRM1 agonist
CCC(CO)NCc1ccc(OCC(=O)Nc2cccc(C(F)(F)F)c2)c(OC)c1 (stereo not drawn)	-1	-4	-7	-5	0	6.7	-6	3.4	-8
C=CCNC(=O)c1cc(C(=O)C(C)c2ncc(C(F)(F)F)cc2Cl)c[nH]1 (stereo not drawn)	25	-25	3	-8	1	8.7	-11	10	7
CC(=O)c1ccc(N2CCN(C(=O)c3ccc4[nH]c(C)c(C)c4c3)CC2)cc1	25	-4	24	6	13	11	-11	4.8	11
Cc1[nH]n(-c2ccc(F)cc2)c(=O)c1/C=N/c1sc2c(c1C#N)CCCC2	11	-5	0	-6	5	0.6	-1	1.8	-1
CC(Cc1ccccc1)C(=O)Nc1ccc(Br)cc1 (stereo not drawn)	2	-10	-28	-9	-1	-1.6	-5	-0.8	-7
O=C(NCC1CCCO1)c1ccc(-c2cccc(C(F)(F)F)c2)o1 (stereo not drawn)	5	-26	-12	-12	6	-1.4	-3	-0.4	-2
O=C(c1ccc([N+](=O)[O-])cc1)N(Cc1ccc(Cl)cc1Cl)N1C(=O)CCCC1=O	2	-15	15	-12	6	-0.8	-6	-0.9	-6
C=CCOc1ccc2c(CC)cc(=O)oc2c1C	-2	-6	6	-2	2	-2.4	5	-1.1	-11
O=C(CSC1=NCCS1)NC1CCCC1	8	-2	-9	-23	3	0.2	-4	0.2	-3
CCCOCCc1nnc(N)s1	0	-3	-1	-11	8	-1.0	2	0.3	-3
CCCC(=O)Nc1ccc(Cc2ccc(NC(=O)CCC)c(C(=O)O)c2)cc1C(=O)O	-1	-16	3	0	2	0.7	-2	0.8	-1
CCc1cc2cc(C)ccc2nc1SCC(=O)Nc1cc(C)on1	5	-17	-4	6	2	-0.9	-14	-0.2	-2
OCCC1CN(CC2CCCCC2)CCN1C1CCCC1 (stereo not drawn)	4	-2	-14	-17	16	1.0	5	0.2	-8
COC(=O)CNC(=O)c1cccc(Cl)c1	2	15	-7	-15	11	-1.3	-9	1.0	-3
Cn1c(=O)c(=O)n(C)c2cc(S(=O)(=O)NCCOc3ccccc3)ccc21	6	-8	2	2	5	-1.2	-7	8.7	-8
CC1(c2ccccc2)CC(C)(C)N2C(=O)/C(=C3\SC(=S)NC3=O)c3cccc1c32 (stereo not drawn)	-1	3	-11	-10	3	-0.7	2	0.5	-2
COc1ccc(OC)c(NC(=O)COC(=O)c2cc3c(s2)CCC3)c1	2	-6	20	-5	1	-1.7	-4	-0.1	-10
CC(C)CN(C(=O)CSc1nn(-c2ccc(Cl)cc2)c(=S)s1)C1CCS(=O)(=O)C1 (stereo not drawn)	7	-17	5	12	-4	2.6	-9	4.1	-4
CC(=O)c1cccc(NC(=O)c2sc3nc4n(c(=O)c3c2C)CCCC4)c1	7	-22	4	-4	3	4.0	-3	8.2	-2
CCN(CC(=O)Nc1ccccc1C(F)(F)F)C(=O)CCSc1ccc(F)cc1	7	-10	-4	9	9	3.7	-13	4.7	3
COc1cccc(CNC(=O)CCSCc2ccccc2F)c1	-2	0	-14	-3	7	-1.6	-6	-0.4	-5
O=C(CCN1CCCCC1)N=Nc1c(O)[nH]c2ccccc12	9	-9	-6	-1	-1	-1.6	-14	0.3	-14
CCN(C(=O)Cn1c(=O)oc2cc(S(=O)(=O)N3CCCC3)ccc21)c1ccc(OC)cc1	2	-3	0	0	-1	1.2	-6	1.3	-8
CCc1ccc(/C=N/n2c(COc3ccccc3)n[nH]c2=S)cc1	3	3	-13	0	-3	-0.8	-8	0.6	-6
O=C1CC(C(=O)O)S/C(=N\N=C\c2ccc(Br)cc2)N1 (stereo not drawn)	1	3	-17	-16	12	-0.1	-2	-0.2	1
CCS(=O)(=O)N1Cc2ccccc2CC1C(=O)N1CCN(c2cccc(C)c2C)CC1 (stereo not drawn)	1	-14	14	-4	-1	-1.3	-8	-1.4	-6
COc1ccccc1N1CCN(C(CNC(=O)c2ccc3c(c2)OCO3)c2cccnc2)CC1 (stereo not drawn)	4	-19	16	-18	12	-0.9	-7	0.2	0
CCn1c(SCC(=O)Nc2ccc(N3CCOCC3)cc2)nnc1-c1ccc(OC)cc1	/	1	/	-5	3	-1.0	-1	-0.8	-4
Clc1ccccc1CSc1snnc1-c1ccccc1	7	-3	26	-1	3	-0.9	-5	1.6	-6
CC(=O)NN1C(=O)/C(=C2/Sc3ccccc3N2C)SC1=S	-1	-21	2	-15	15	-1.2	-8	-0.1	-2
Cc1ccc(C)c(OCCC(=O)NNC(=O)c2ccccc2)c1	1	8	4	-10	11	0.0	-6	-0.5	-1
Cc1cc(Cl)ccc1OCC(=O)OCC(=O)Nc1ccc(F)c([N+](=O)[O-])c1	1	-7	34	-3	1	2.4	-9	2.5	-6
Cc1cc(C)cc(NC(=O)CCc2nc3sc4c(c3c(=O)[nH]2)CCCC4)c1	3	-10	-3	-20	7	-0.1	-10	0.1	1
CCCCCN=C(C)c1c(O)c2ccccc2oc1=O	58*	-3	16	-6	-1	-2.2	-2	-1.7	-2
COc1ccc(OCC(=O)NCCNC(=O)c2ccncc2)cc1	1	6	-10	-3	13	0.6	-4	0.2	3
O=C1c2cc(O)cc(O)c2C(=O)c2c1cc(O)c([C@@H](CO)CCO)c2O	1	-1	-13	-2	-1	-0.4	-1	1.2	-2
CCn1cc(C(=O)OCc2ccccc2)c(=O)c2ccc(C)nc21	1	-26	-7	-15	-1	-1.7	0	-0.6	-3
Cc1ccc(Nc2nc3ccccc3n3cnnc23)cc1C	-3	-3	-2	-9	5	-1.2	-10	0.2	-4
CCOC(=O)Cn1c(-c2cccnc2Cl)nc2cc(C)c(C)cc21	7	5	0	-1	4	0.3	-1	-0.2	-4
COc1ccc(C(=O)NCCn2cc(SCC(=O)Nc3nnc(C)s3)c3ccccc32)cc1	/	-28	/	8	-6	1.7	-9	1.4	-2
CCc1ccc(C(CC(=O)c2ccc(Cl)cc2)C(=O)O)cc1 (stereo not drawn)	7	-5	-10	0	4	-0.4	-7	1.9	-3
COc1ccccc1NS(=O)(=O)c1ccc(C)c(C(=O)NCC(c2cccs2)N2CCOCC2)c1 (stereo not drawn)	1	/	2	-6	7	/	/	/	-1
COc1ccc(C(=O)/C=C/NCc2ccc(F)cc2)cc1OC	1	-19	-11	-13	12	0.9	-10	0.2	-4
c1ccc(Cc2nnc3sc(Nc4ccccc4)nn23)cc1	6	-4	-1	12	2	5.4	-8	6.2	1
CCn1cc(C(=O)N[C@H](C)c2ccccc2)c(=O)c2cc(F)c(N3CCN(C)CC3)cc21	19	-17	7	-10	6	3.6	-7	1.3	-4
COc1ccc(CC(=O)N/N=C(/C)CC(=O)N(C)c2ccccc2)cc1	2	1	8	-18	9	0.1	-12	2.0	-5
CC(=O)N1CCC2(CC1)CC(=O)c1cc(OCC(=O)N3CCCC3)ccc1O2	1	-7	-19	-16	11	0.6	1	18	-3
CC(C)(C)OC(=O)NCCCCCNC(=O)c1nc[nH]c1C(=O)NCC(=O)OCc1ccccc1	20	-4	78*	39*	-20	2.2	-8	4.0	1
CCOC(=O)N1CCN(C(=O)C2CC(c3cc(OC)ccc3OC)=NO2)CC1 (stereo not drawn)	4	-14	-2	-7	2	-0.6	-5	0.1	-2
CN(C)CC1CCC/C(=C\c2ccc(OC(=O)/C=C/c3ccccc3)cc2)C1=O (stereo not drawn)	5	/	-1	-8	5	/	/	/	5
Cc1ccccc1CSc1nnc(-c2ccncc2)o1	8	-3	-7	11	-12	-1.1	-2	2.7	-6
COc1ccc(OCC(=O)NC(=S)NNC(=O)COc2ccc(Br)cc2Cl)cc1	4	-20	4	7	8	-1.1	-3	0.3	-12
Cc1ccc(N2C(=O)CC(NNc3nc4ccccc4s3)C2=O)cc1 (stereo not drawn)	2	-8	-10	3	5	1.8	-3	1.4	-5
COc1ccc(C)cc1S(=O)(=O)N(C)CC(=O)N1CCC(C)CC1	5	-14	-14	-26	9	1.1	0	1.6	-2
NNC(=O)c1cc2cc(Oc3ccccc3)ccc2[nH]1	3	-12	-24	-18	11	-0.4	-14	-0.7	2
CC(=O)Nc1cncc(-c2cccc(C(=O)NC3CC3)c2)n1	3	/	-18	-13	4	/	/	/	-3
O=C(COc1ccc(F)cc1)Nc1ccc2c(c1)OCCO2	0	14	5	-9	18	-0.3	-3	1.5	2
CCOc1ccccc1N=Nc1c(C)[nH]n(-c2ccccc2)c1=O	/	-5	/	-30	14	1.1	-10	-0.1	1
Oc1ccc(C(c2nnnn2C2CCCC2)N2CCc3ccccc3C2)cc1 (stereo not drawn)	82*	-22	84*	-25	4	-1.4	-13	0.0	-8
Cc1cccc(N(CC(=O)Nc2ccc(CC#N)cc2)S(C)(=O)=O)c1	0	2	9	-22	2	1.6	-4	1.5	-2

Going on with the list.
SMILES	TAAR1 ag	CHO parental Ca	TAAR1 antag	M1 antag	CHRM1 PAM	OXTR agonist	OXTR potentiator	V1aR counter	CHRM1 agonist
Cc1ccc(S(=O)(=O)Nc2cc3c(cc2C#N)OCO3)cc1C(N)=O	1	-2	-11	0	4	0.0	-4	0.2	-1
CC(=O)N1CCN(C(=O)COc2ccc(N(C)S(=O)(=O)c3cccs3)cc2)CC1	2	1	7	-5	4	0.6	-3	0.6	-5
Cc1cc2cc(CNC(=O)Nc3ccccc3)ccc2n1C	5	-1	6	3	-1	-0.1	3	-0.1	-8
Cc1cc(-c2onc(C)c2C(=O)Nc2ccc(C(F)(F)F)cc2)no1	0	19	-8	-14	6	-1.0	2	-0.1	2
CC(C)CCNC(=O)NC(=O)COC(=O)CCN=C1NS(=O)(=O)c2ccccc21	1	-12	-11	2	3	0.7	-3	0.0	-6

M1 antag: entries above that show a hit
SMILES	TAAR1 antag	M1 antag	CHRM1 PAM	OXTR potentiator	CHRM1 agonist
CC(C)(C)OC(=O)NCCCCCNC(=O)c1nc[nH]c1C(=O)NCC(=O)OCc1ccccc1	78*	39*	-20	-8	1

An excerpt from above in order of their number in OXTR potentiator, falling.
SMILES | TAAR1 antag | M1 antag | CHRM1 PAM | OXTR potentiator | CHRM1 agonist
Cc1cc2cc(CNC(=O)Nc3ccccc3)ccc2n1C | 6 | 3 | -1 | 3 | -8
Cc1cc(-c2onc(C)c2C(=O)Nc2ccc(C(F)(F)F)cc2)no1 | -8 | -14 | 6 | 2 | 2
Cc1ccc(S(=O)(=O)Nc2cc3c(cc2C#N)OCO3)cc1C(N)=O | -11 | 0 | 4 | -4 | -1
